# CHT PAM – allosterically activates the human high affinity choline transporter; Q9GZV3; CHT-expressing cells, membrane potential dye, choline EC20; hits give high values; LV-AA mutant CHT in HEK293 cells; B-score at 10 µM; 310,000 compounds, 0.49% hits; AID 488977;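 active = initial fluorescence not abnormally high and integrated response B-score, plate-corrected, over 3 SD above library mean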
# Target sequence (Q9GZV3 whole entry, looked up): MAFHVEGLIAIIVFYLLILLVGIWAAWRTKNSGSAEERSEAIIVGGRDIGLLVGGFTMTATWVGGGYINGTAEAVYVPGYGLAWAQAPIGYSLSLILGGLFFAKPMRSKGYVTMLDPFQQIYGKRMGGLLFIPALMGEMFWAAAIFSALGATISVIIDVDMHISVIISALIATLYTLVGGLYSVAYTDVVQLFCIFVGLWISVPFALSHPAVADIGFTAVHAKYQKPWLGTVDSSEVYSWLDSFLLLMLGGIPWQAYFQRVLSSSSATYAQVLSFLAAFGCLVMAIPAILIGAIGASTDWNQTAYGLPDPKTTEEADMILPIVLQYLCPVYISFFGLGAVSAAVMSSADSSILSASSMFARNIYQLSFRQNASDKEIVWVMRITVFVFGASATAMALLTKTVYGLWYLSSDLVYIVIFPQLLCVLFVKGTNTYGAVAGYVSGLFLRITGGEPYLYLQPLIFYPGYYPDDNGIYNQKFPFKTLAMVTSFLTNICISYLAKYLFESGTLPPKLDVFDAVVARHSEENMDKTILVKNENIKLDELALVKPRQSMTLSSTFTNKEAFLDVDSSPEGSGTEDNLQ
# OX1R antag – human HCRTR1 antagonism; 330,000 compounds, 0.43% hits; CHO/OX1R cells, Fluo-8 calcium fluorescence, orexin A; inhibition, % at 5 µM;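 active = inhibition above its plate's threshold, mean inhibition of all tested compounds on the plate plus 3 SD, cut at about 37% in these data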;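 also: 0% = orexin A challenge wells and 100% = SB-334867-A antagonist wells; not every result past the cut was called active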
# Target sequence (O43613 whole entry, looked up): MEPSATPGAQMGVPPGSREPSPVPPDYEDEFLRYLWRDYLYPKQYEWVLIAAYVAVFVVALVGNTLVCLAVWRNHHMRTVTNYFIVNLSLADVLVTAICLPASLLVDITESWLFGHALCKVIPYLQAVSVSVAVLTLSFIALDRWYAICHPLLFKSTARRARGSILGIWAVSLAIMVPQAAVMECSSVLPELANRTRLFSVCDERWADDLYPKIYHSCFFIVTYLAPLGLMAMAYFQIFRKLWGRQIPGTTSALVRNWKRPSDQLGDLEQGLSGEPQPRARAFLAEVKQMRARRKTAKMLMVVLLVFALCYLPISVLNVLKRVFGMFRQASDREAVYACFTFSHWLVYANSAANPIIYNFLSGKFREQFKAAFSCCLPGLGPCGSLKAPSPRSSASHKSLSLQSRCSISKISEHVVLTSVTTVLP
# The depositor's hits bear a star; i = inactive; / = no result given. Rows are unselected. About 0.83% of those tested had a hit in this group.
SMILES,CHT PAM,OX1R antag
CCOC(=O)C1CCN(C(=O)c2ccc(Cl)c(S(=O)(=O)N3CCOCC3)c2)CC1,i,-10
O=C(OCCN=C1NS(=O)(=O)c2ccccc21)c1ccccc1F,i,-15
CC(CCc1ccccc1)NC(=O)[C@@H]1Cc2ccccc2CN1 (some centres not stated),i,/
O=C(CN1CC(=O)Nc2ccccc21)Nc1ccc(F)c(F)c1,i,-19
CC1C(=O)CCN(C(C)(C)C)C1C (configuration not stated),i,-10
O=C(CSc1nnc2ccccn12)NNC(=O)c1cccc([N+](=O)[O-])c1,/,-12
CCC1(C)Cc2ccccc2-c2nc(NCCO)[nH]c(=O)c21 (configuration not stated),i,-13
Cc1cccc(NS(=O)(=O)c2cc(C(=O)N3CCCCCC3)ccc2C)c1,i,-10
COc1ccccc1NS(=O)(=O)c1cccc(C(=O)NN=C2CCCCCC2)c1,i,-25
CCCCCCn1c(NCC)nc2c1c(=O)[nH]c(=O)n2C,i,-22
Nc1ccc(C(=O)N/N=C/c2cn(Cc3ccc(F)cc3)c3ccccc23)cc1,i,/
CC(C)OCCCNC(=O)c1sc(=S)n(C)c1N,i,-11
Cc1oc(-c2ccc(Cl)cc2)nc1CSCC(=O)NCCCN1CCOCC1,i,-35
Cn1c(=O)oc2cc(S(=O)(=O)NCc3ccccn3)ccc21,i,-16
CCOC(=O)C1C(=O)CC(C)(O)C(C(=O)OCC)C1c1cc(Br)ccc1OC (configuration not stated),i,-5

# Four entries out of the list, arranged by molar mass, smallest number first:
SMILES,CHT PAM,OX1R antag
CCCCCCn1c(NCC)nc2c1c(=O)[nH]c(=O)n2C,i,-22
CC(CCc1ccccc1)NC(=O)[C@@H]1Cc2ccccc2CN1 (some centres not stated),i,/
Cc1cccc(NS(=O)(=O)c2cc(C(=O)N3CCCCCC3)ccc2C)c1,i,-10
CCOC(=O)C1CCN(C(=O)c2ccc(Cl)c(S(=O)(=O)N3CCOCC3)c2)CC1,i,-10

# (list continues)
SMILES,CHT PAM,OX1R antag
O=C(Nc1ccc(N2CCN(Cc3ccccc3F)CC2)cc1)c1ccccc1[N+](=O)[O-],i,3
N#C/C(=C\c1ccc(Br)s1)C(=O)N1CCN(c2ccccc2)CC1,i,-8
Cc1noc(C)c1NC(=O)N(C)C[C@H]1Oc2ccc(NS(=O)(=O)c3ccc(F)cc3)cc2C(=O)N([C@H](C)CO)C[C@@H]1C,/,3
CCCCC(=O)OCc1c(-c2cccc(OC)c2)ncc2ccccc12,/,-30
Cc1nnc(N/N=C/c2ccc([N+](=O)[O-])cc2)n1N,i,-5
Cc1ccnc(NC(=O)c2ccc([N+](=O)[O-])o2)c1,i,-20
O=C(Cc1csc(Nc2nc(=S)[nH]c3ccccc23)n1)NCCCN1CCN(c2ccccc2F)CC1,i,-13
Cc1ccccc1NS(=O)(=O)c1cccc(C(=O)Nc2cccc(C(=O)O)c2)c1,i,-18
O=C1CCC(=O)N1c1ccc(S(=O)(=O)N2CCCC2)cc1,i,1
C=CCN(CC=C)C(=O)c1ccc2nc(Cc3ccc(OC)c(OC)c3)oc2c1,i,-25
CC(=O)c1sc(NC(=O)CSC(C)C(=O)Nc2cc(C)on2)nc1-c1ccccc1 (configuration not stated),i,-27
CCc1c(C)sc(NC(=O)c2cnn3cccnc23)c1C#N,i,3
COC(=O)c1cc(C(=O)Nc2ccc(Cl)cn2)cc([N+](=O)[O-])c1,i,-11
COC(=O)NC1CCS(=O)(=O)C1 (configuration not stated),i,11
COc1cccc(C(=O)NC2CCN(C(=O)N3c4ccccc4Sc4ccccc43)CC2)c1,i,10
O=C(c1ccc(Cl)c(S(=O)(=O)N2CCCCC2)c1)N1CCCC1,i,-29
COc1ccccc1OCC(=O)NNC(=O)CSC(=S)N1CCCC1,/,-1
CSc1ncccc1C(=O)OCc1ccc(C#N)cc1,i,-6
O=C(c1ccccc1)N1CCN(C(=O)c2ccccc2Br)CC1,i,0
CCc1ccc(-n2nnnc2SCC(=O)Nc2ccc(NC(C)=O)cc2)cc1,i,-6
COc1ccc(C2CC(c3ccccc3)=NN2C(=O)CN2CCN(Cc3ccccc3)CC2)cc1 (configuration not stated),i,-38
CCOc1ccccc1NC(=O)C1CCC(CNc2c(N3CCCCC3)c(=O)c2=O)CC1 (configuration not stated),i,-55
CN(CCC1CCOCC1)C(=O)CC1C(=O)NCCN1C/C=C/c1ccccc1 (configuration not stated),i,-27
O=C1/C(=C\c2cc(Cl)c(O)c(Cl)c2)SC(=S)N1Cc1ccccc1,i,/
c1ccc(-c2csc(Nc3ccc4c(c3)OCCO4)n2)cc1,i,10
COc1ccccc1C(=O)Nc1cc(Cl)ccc1-n1cncn1,i,-8
O=C(N/N=C/c1ccc(O)cc1)c1[nH]c2ccc(Br)cc2c1-c1ccccc1,i,-28
CCC(=O)Nc1c(C(=O)N2CCN(c3ccccn3)CC2)cnn1-c1ccc(Cl)cc1,i,-28
N#Cc1ccccc1OCCCNC1CCCC1,i,-15
CC1(OC(=O)C2CCCC2)C(=O)C=C2C=C(c3ccsc3)N(C3CC3)C=C2C1=O (configuration not stated),i,-20
CCOc1ncccc1C(=O)N(CC)CC(=O)Nc1ccc(NC(C)=O)cc1,i,-4
COc1ccc(C(=O)N2CCC(n3nnc4cc(F)ccc43)CC2)cc1OC,i,-11
O=C1C(C=Nc2ccccc2O)=C(O)c2ccccc21,i,6
CCOC(=O)c1c(C)[nH]c(C)c1C(=O)COC(=O)c1ccccc1O,i,8
COc1ccc(NC(=O)C(=O)NCC2CCCN2S(=O)(=O)c2cc(C)ccc2C)cc1 (configuration not stated),i,-33
Cc1ccc(NC2CCCCC2NS(=O)(=O)c2ccc(Cl)cc2)cc1 (configuration not stated),i,-28
CCOc1ccc(NC(=S)Nc2ccc(OCc3ccccc3)cc2)cc1,i,-17
N#CCCN(C(=O)COC(=O)CCc1nc2ccccc2c(=O)[nH]1)c1ccc(F)cc1,/,-18
O=C(CSc1nnc(Cc2ccccc2)n1Cc1ccccc1)NCc1ccco1,i,-26
O=C(NCc1ccco1)c1cccc(F)c1,i,-4
COc1cccc(OC)c1C(=O)NC(=S)Nc1ccc2oc(-c3ccncc3)nc2c1,i,-23
COc1ccc(N2CC(C(=O)N/N=C/c3ccc([N+](=O)[O-])cc3)CC2=O)cc1 (configuration not stated),i,-6
O=C(NNS(=O)(=O)c1ccc([N+](=O)[O-])cc1)c1ccc2ccccc2c1O,i,/
CC(C)CN(Cc1c(O)ccc2c(=O)c(-c3ccccc3)coc12)CC(C)C,i,-10
Cc1ccc(-c2nc(CSCC(=O)NCC3CCCO3)c(C)o2)cc1 (configuration not stated),i,-25
COC(=O)c1sc(-c2ccccc2)cc1NC(C)=O,i,-17
CCc1ccc(C(=O)NNc2ccc(C)c(Cl)c2)cc1,i,16
CC(Sc1ccccn1)C(=O)NC1CCCC1 (configuration not stated),/,0
Cc1onc(-c2c(F)cccc2Cl)c1C(=O)OCC(=O)c1c[nH]c2ccccc12,i,-2
Cc1c(NC(=O)Nc2ccc(F)cc2)c(=O)n(-c2ccccc2)n1C,i,1
COc1ccc(CNC(=O)COC(=O)/C=C/c2cccc(Br)c2)cc1,i,-8
NS(=O)(=O)c1ccc2nc(NC(=O)c3ccc4c(c3)OCCO4)sc2c1,i,-7
Cc1cc(NC(=O)Cc2cc(F)cc(F)c2)no1,i,-9
COc1ccccc1-n1cnnc1SCC(=O)NC1CCCC1,/,-4
Cc1ccc(C)c(-c2nnc(NC(=O)CCS(=O)(=O)c3ccc(F)cc3)o2)c1,i,-15
Cc1noc(C)c1C(=O)Nc1ccc2ccccc2c1,i,-4
O=C(NCc1ccc(F)cc1)C1CCC(=O)N1CCc1ccccc1 (configuration not stated),i,-16
O=C(/C=C/c1cccc([N+](=O)[O-])c1)NCCN1C(=O)S/C(=C\c2ccc(F)cc2)C1=O,i,-13
COCCN(C(=O)CNC(=O)c1ccco1)C(C(=O)NC1CCCC1)c1ccc(OC)cc1 (configuration not stated),i,-21
CCN(CC)S(=O)(=O)c1cc(NC(=O)NCCCl)ccc1C,i,-8

# Going on with the list:
SMILES,CHT PAM,OX1R antag
Cc1nccc(-c2ccc(-n3c(C)ccc3C)cc2)n1,i,-17
COC(=O)c1sc(-c2ccc(C(C)(C)C)cc2)cc1NC(=O)/C=C/C(=O)O,i,56*
Cc1cccc(CNS(=O)(=O)c2csc(C(N)=O)c2)c1,i,-9
C=CCOc1ccccc1CN1CCCC(CCC(=O)N(C)CCc2ccccn2)C1 (configuration not stated),i,-13
CSc1nc(C)c(CCOC(=O)c2ccccc2)c(=O)[nH]1,i,4
O=C(Nc1ccccc1Oc1ccccc1)c1ccc(Br)o1,i,-27
COc1ccc(-c2nnc(SCc3c(C)noc3C)n2N)cc1OC,i,-34
CN(CC(=O)Nc1ccc(F)cc1)C(=O)COC(=O)c1cc(S(=O)(=O)N(C)C)ccc1N1CCCC1,i,-38
Cc1ccccc1NC(=O)Cc1nc(COC(=O)COc2ccccc2C(C)C)cs1,/,28
COc1ccc(-c2cnn3c4c(c(C)nc23)CCN4C(C)C)cc1OC,i,-14
O=C(CN1C(=O)c2ccccc2S1(=O)=O)Nc1ncccn1,i,-2
CCc1c(O)nc(SCC(=O)Nc2ccccc2)n(-c2ccccc2)c1=O,i,-12
CCCCN1C(=O)/C(=C2\SC(N3CCOCC3)=NC2=O)c2ccccc21,i,-15
O=C(OCC(=O)N1CCCc2ccccc21)c1cc(S(=O)(=O)N2CCOCC2)ccc1Cl,i,-28
CC(=O)Nc1ccc(S(=O)(=O)NNC(=O)COc2ccc(C)cc2)cc1,i,-4

# Among those listed so far, 6 have a thiophene ring, fused or not.
SMILES,CHT PAM,OX1R antag
N#C/C(=C\c1ccc(Br)s1)C(=O)N1CCN(c2ccccc2)CC1,i,-8
CCc1c(C)sc(NC(=O)c2cnn3cccnc23)c1C#N,i,3
CC1(OC(=O)C2CCCC2)C(=O)C=C2C=C(c3ccsc3)N(C3CC3)C=C2C1=O (configuration not stated),i,-20
COC(=O)c1sc(-c2ccccc2)cc1NC(C)=O,i,-17
COC(=O)c1sc(-c2ccc(C(C)(C)C)cc2)cc1NC(=O)/C=C/C(=O)O,i,56*
Cc1cccc(CNS(=O)(=O)c2csc(C(N)=O)c2)c1,i,-9

# Remaining list, next part:
SMILES,CHT PAM,OX1R antag
O=Cc1ccc(-c2cccc([N+](=O)[O-])c2)o1,i,-9
Cc1cc(=O)[nH]c2c1cnn2C(C)c1ccccc1 (configuration not stated),i,-19
COc1cc2cncc(Cc3ccc(Cl)cc3)c2cc1OC,/,-14
Cc1c(NC(=O)c2cc(-c3ccc4c(c3)OCO4)on2)c(=O)n(-c2ccccc2)n1C,i,5
O=C1C=C(c2ccccc2)C[C@@H](c2ccc3c(c2)OCO3)C1,/,-1
CCOc1ccc(NC(=O)C(C)C(Cc2ccc(C)cc2)C(=O)O)cc1 (configuration not stated),i,-4
Cn1c(SCc2ccccc2)nnc1-c1cnccn1,i,-3
CCC(C(=O)Nc1ccccc1Cl)n1nc(C)c2c(C)n(-c3ccccc3)nc2c1=O (configuration not stated),i,-28
O=[N+]([O-])c1ccc(Cl)c2cccnc12,i,7
CC(NC(=O)C(=O)NCC1CCCO1)c1ccccc1 (configuration not stated),i,-19
CCN1CCc2c(sc(NC(=O)c3cc4ccccc4cc3OC)c2C(N)=O)C1,i,-19
COC(=O)c1cc(Br)c(=O)n(-c2cccc(F)c2)c1,i,-5
O=C(CN1C(=O)c2ccccc2S1(=O)=O)c1ccc2c(c1)OCCO2,i,-3
COc1ccc(-c2nnn(CC(=O)N3CCOCC3)n2)cc1,i,0
Cc1oc(-c2ccccc2)cc1C(=O)Nc1cccc2ccccc12,i,-32
CSc1nc(NCc2ccco2)c2c3c(sc2n1)CN(C)CC3,i,-25
c1csc(-c2cnc3n2CCCC3)c1,i,-13
Cc1nn(CCCC(=O)N2CCN(c3ccc(F)cc3)CC2)c(C)c1[N+](=O)[O-],i,-23
COc1ccc(OC)c(C2C(C(C)=O)=C(O)C(=O)N2CCC(=O)O)c1 (configuration not stated),i,-20
COc1ccccc1CNS(=O)(=O)c1ccc(-c2cc(C)no2)cc1,6.4*,12
O=C(Cn1cccc1C(=O)c1ccccc1)NCc1ccc(F)cc1,i,-27
COc1ccccc1NC(=O)N1CCC(C(=O)c2ccc(Cl)cc2)CC1,i,-17
O=S(=O)(NCCCCNS(=O)(=O)c1ccc(F)cc1)c1ccc(F)cc1,i,-14
CC1=NOC2(C1)N(C)c1ccccc1C2(C)C (configuration not stated),i,-7
CC(C)c1ccc(NC(=O)CCNC(=O)Cn2cnc3ccccc3c2=O)cc1,i,-20
COc1cccc(C(=O)c2c(C)c(CCC#N)n3ccccc23)c1OC,i,-13
O=C(O)c1cc(S(=O)(=O)NC(CO)C(O)c2ccc([N+](=O)[O-])cc2)ccc1Br (configuration not stated),i,-14
CCOc1ccc(C(=O)CN2CCN(S(=O)(=O)c3ccc(OC)cc3)CC2)cc1,i,-37
CCOc1c2ccc(C(=O)NCc3ccc(C(F)(F)F)cc3C(F)(F)F)cc2nn1C,i,-24
Nc1nc(=S)[nH]c2c1C1(CCCC1)Cc1ccccc1-2,i,-13

# Reprinted at random: three records from the list
SMILES,CHT PAM,OX1R antag
O=S(=O)(NCCCCNS(=O)(=O)c1ccc(F)cc1)c1ccc(F)cc1,i,-14
Cc1nn(CCCC(=O)N2CCN(c3ccc(F)cc3)CC2)c(C)c1[N+](=O)[O-],i,-23
CSc1nc(NCc2ccco2)c2c3c(sc2n1)CN(C)CC3,i,-25

# The results go on.
SMILES,CHT PAM,OX1R antag
CC(=O)c1ccc(S(=O)(=O)NC2CC(=O)N(c3ccc(Cl)cc3)C2)cc1 (configuration not stated),i,-31
Cc1ccc(NC(=O)CN2CCCC2)c2c1CC(C)(C)O2,i,-1
Cc1nn(-c2ccccc2)cc1/C=N/NC(N)=S,i,-5
COc1ccccc1NC(=O)COC(=O)c1ccccc1SCC(=O)N1CCCC1,i,-37

# Screens deposited in PubChem by several laboratories.
